GLP-1R inv ag: acts as inverse agonist at human GLP-1 receptor; HEK293 GLP-1R CRE-luciferase, luminescence, 24 h; GLP-1R form is constitutively active; actives 1.6% (n = 410,000); P43220; Potency, µM (doses to about 38.3 µM), without a hit: at the top dose activity change, negative = inhibition, usual class: inhibitors; note: % is set by controls: 0 for no effect and ±100 for the full control effect; nearly all actives have a fitted effect of over 55% in size
Target sequence (P43220 whole entry, looked up): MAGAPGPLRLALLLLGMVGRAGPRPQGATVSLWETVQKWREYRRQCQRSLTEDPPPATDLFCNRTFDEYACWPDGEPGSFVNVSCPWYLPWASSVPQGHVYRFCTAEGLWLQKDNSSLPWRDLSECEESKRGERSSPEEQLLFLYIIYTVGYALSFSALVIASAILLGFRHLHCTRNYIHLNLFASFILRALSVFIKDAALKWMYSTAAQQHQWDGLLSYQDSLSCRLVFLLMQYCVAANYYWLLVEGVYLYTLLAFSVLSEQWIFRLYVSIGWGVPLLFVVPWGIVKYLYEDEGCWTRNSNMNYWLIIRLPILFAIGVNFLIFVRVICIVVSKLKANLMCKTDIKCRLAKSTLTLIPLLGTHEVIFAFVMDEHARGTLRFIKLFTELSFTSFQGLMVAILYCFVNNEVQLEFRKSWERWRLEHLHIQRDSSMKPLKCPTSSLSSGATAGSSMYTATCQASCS
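GLP-1R inverse agonism mode: basal reporter luminescence in engineered HEK293 cells measured after one day of compound exposure at 37 deg C, with a 12 min room-temperature detection step.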
KB-V1 MDR tox: KB-V1 MDR subline cytotoxicity; KB-V1 MDR cells viability, CellTiter-Glo, 72 h; Potency, µM (top dose mostly 46.1 µM), without a hit: top-dose activity change, negative = cytotoxicity, most hits filed as cytotoxic; AID 1347076; actives 3.4% (n = 400,000); note: % is set by controls: 0 for no effect and ±100 for the full control effect; nearly all actives have a fitted effect of over 60% in size
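Drug-selected KB-V1 cells, grown in DMEM lacking phenol red with 10% FBS, receive compound titrations; after three days at 37 degrees C, surviving cell ATP is quantified by CellTiter-Glo luminescence and responses normalized and curve-fitted.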
KB-3-1 tox: KB-3-1 parental cell cytotoxicity. AID 1347075. actives 1.4% (n = 400,000). KB-3-1 viability, CellTiter-Glo ATP luminescence, 72 h. Potency, µM (top dose mostly 46.1 µM), inactives show at the highest dose activity change, negative = cytotoxic, usual class: cytotoxic; note: % is set by controls: 0 for no effect and ±100 for the full control effect; nearly all actives have a fitted effect of over 60% in size
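Parental KB-3-1 adenocarcinoma cells in phenol-red-free DMEM with 10% FBS were pin-treated with compounds at several concentrations, incubated 72 h at 37 °C, and viability read by CellTiter-Glo luminescence; concentration-effect curves were fitted after normalization.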
SW480 rereplic: inducers of DNA re-replication in SW480 colon cancer cells; actives 1.8% (n = 340,000); AID 624297; Potency, µM (top dose mostly 46.1 µM), inactives show top-dose re-replication activation, hits mostly activators; SW480 DNA re-replication, Hoechst DNA content imaging, 48 h; note: % of control where 0% means no effect; nearly all actives have a fitted effect of over 55% in size
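Quantitative HTS format with DMSO vehicle controls; 48 hr drug incubation at 37 C, then 40 min Hoechst staining and scanning imager measurement at 405 nm excitation.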
GLP-1R agonist: activates the human GLP-1 receptor. HEK293 GLP-1R CRE-luciferase, luminescence, 4-6 h; cells express a hypersensitive GLP-1R form. Potency, µM (titrated, usually from 45.6 µM), for the others: top-dose activation, most hits filed as activators. actives 0.007% (n = 380,000). AID 624172; note: % of control where 0% means no effect
HT1080 IDH1KD tx: toxicity to HT-1080 IDH1 knockdown cells (counter line) | HT-1080 IDH1 knockdown viability, ATP luminescence, 48 h | Potency, µM (highest dose often 46.1 µM), for the others: at the top dose activity, negative = toxicity, hits mostly cytotoxic | actives 2% (n = 360,000) | AID 686971;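 note: 0% = DMSO wells and -100% = cell-free medium wells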
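Assay cells: HT-1080 with IDH1 knockdown, 750 per well, RPMI/5% FBS. Exposure: 48 h at 37 °C following 2 h pre-incubation. Read: CellTiter-Glo luminescence; fitted concentration-response, curve class assigned.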
HT1080-NT tox: kills 2HG-producing HT-1080-NT fibrosarcoma cells | HT-1080-NT fibrosarcoma viability, CellTiter-Glo ATP luminescence, 48 h | Potency, µM (top dose mostly 46.1 µM), for inactives: top-dose activity, negative = less viability, actives largely listed as cytotoxic | actives 1.6% (n = 360,000) | AID 686970;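 note: NT is the 2HG producing partner of a matched IDH1 knockdown line; 0% = DMSO-treated cells and -100% = media-only wells without cells; nearly all actives have a fitted effect of over 55% in size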
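Toxicity toward the 2HG-producing NT line was scored as %Activity, normalised to DMSO and no-cell wells, from CellTiter-Glo luminescence after 48 hours' treatment.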
TDP43 rescue: TDP-43 toxicity inhibition in yeast. actives 1.8% (n = 410,000). Potency, µM (highest dose often 46.1 µM), inactives show at the top dose growth rescue (activation), actives largely listed as activators. AID 652104. TDP-43 expressing yeast growth rescue, BacTiter-Glo, 24 h; note: % of control where 0% means no effect; nearly all actives have a fitted effect of over 50% in size
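Yeast expressing TDP-43 (pregrown in raffinose, seeded at OD600=0.02 in galactose medium) exposed to compounds 24 hr at 30 deg C. Growth read by BacTiter-Glo luminescence; rescue of toxicity appears as increased signal.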
HEK293 tox: cytotoxicity counter-screen for GLP-1 receptor inverse agonists | HEK293 cAMP-luciferase reporter cells, luminescence, 24 h | Potency, µM (series often up to 38.3 µM), without a hit: top-dose activity change, negative = inhibition, hits mostly inhibitors | actives 0.13% (n = 410,000) | AID 624418;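 note: loss of luciferase light is scored as toxicity; % is set by controls: 0 for no effect and ±100 for the full control effect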
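Here, cytotoxicity is scored as loss of luminescence. The MLSMR collection was tested on cells seeded in medium containing 10% Nu serum, with a 24 hr compound exposure preceded by 12 hours of culture.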
* = called active by the depositor; ? = inconclusive; nt = not tested or not shown; & = joins results of further samples; [ ] = remark or other dose. Calls come from the whole dose curve; as a rule, active = well fitted curve in the direction sought with a large enough effect; inconclusive = small, poorly fitted or top-dose-only effect, or another doubt; inactive = no such curve, though single readings can be large; an effect the other way counts as inactive or inconclusive. Potency is the fitted concentration of half-maximal effect.

SMILES	GLP-1R inv ag	KB-V1 MDR tox	KB-3-1 tox	SW480 rereplic	GLP-1R agonist	HT1080 IDH1KD tx	HT1080-NT tox	TDP43 rescue	HEK293 tox
COC(=O)c1c(NC(=O)COC(=O)CC(NC(C)=O)c2ccccc2)sc(C)c1C (centres undefined)	3%	-12%	16%	-5%	-2%	0%	-2%	27%	14%
CCn1ncc(N2CCOCC2)c(Cl)c1=O	37%[activator]	12%	0%	1%	-1%	8%	12%	15%	20%
COc1ccc(/C=N/NC(=O)CC(=O)NCc2cccnc2)cc1[N+](=O)[O-]	17%	nt	nt	-5%	-1%	-5%	-1%	-17%	16%
CNC(=O)NC(=O)C(C)OC(=O)CCCc1nc2ccccc2s1 (centres undefined)	-3%	-19%	26%	-4%	2%	-2%	-5%	-13%	9%
COc1ccc(Nc2ccc(N3C(=O)CCCC3=O)cc2[N+](=O)[O-])cc1OC	16%	10%	7%	-6%	-2%	2%	7%	13%	?
Cc1ccccc1NC(=O)CSC1=C(C#N)C(c2ccsc2)CC(=O)N1 (centres undefined)	?	?	?	?	6%	?	?	-1%	-28%
CCn1c(SCC(=O)Nc2sccc2C(N)=O)nnc1C1CC1	8%	2%	?	0%	3%	-4%	1%	4%	2%
COc1cccc(-c2cc(C(=O)Nc3cccnc3)c3ccccc3n2)c1	?	?	-2%	1%	1%	-4%	-3%	2%	?
CC(c1ccc(F)cc1)n1c(-c2cccs2)n[nH]c1=S (centres undefined)	0%	3%	-5%	0%	11%	12%	6%	21%	0%
O/N=C/c1ccc2cccc(O)c2n1	?	?	0%	?	11%	-6%	0%	6%	-22%
CC(C)CCNC(=O)C1CCC(CNS(=O)(=O)c2cccc3nsnc23)CC1 (centres undefined)	2%&-3%	?	-5%&-24%	1%	-8%	0%	-4%	14%&13%	-8%&0%
COC(=O)CN(c1cc([N+](=O)[O-])ccc1OC)S(C)(=O)=O	9%	10%	16%	-9%	11%	13%	17%	-12%	158%[activator]
CN(Cc1ccccc1F)C(=O)c1ccc(NC(=O)CC2SC(N3CCCCC3)=NC2=O)cc1 (centres undefined)	14%	-23%	5%	3%	5%	-3%	-1%	0%	-6%
O=C1NC(=S)S/C1=C\c1cccc([N+](=O)[O-])c1	?	?	?	?	0%	-27%	-22%	-6%	-34%
CCOCCCNC(=O)C(c1ccc(Cl)cc1)N(Cc1cccs1)C(=O)CNC(C)=O (centres undefined)	14%	-15%	10%	-7%	-1%	11%	13%	11%	1%
CC(C)C(c1nnnn1CCc1ccccc1)N1CCSCC1 (centres undefined)	-30%	-19%	7%	-26%	7%	1%	-2%	0%	1%
C=CCNC(=O)c1ccc(N(Cc2ccccc2)S(C)(=O)=O)cc1	-1%	0%	1%	-4%	-3%	4%	-3%	3%	5%
O=C(Nc1nnc(SCCC2OCCO2)s1)C1CC(=O)N(c2ccccc2)C1 (centres undefined)	4%	9%	1%	-5%	1%	-3%	0%	-25%	3%
O=C(NCC(F)(F)F)C1C(=O)Nc2ccccc2C(=O)N1Cc1ccccc1 (centres undefined)	22%	-6%	6%	nt	nt	21%	23%	3%	-10%
COc1cccc(C2C(C(=O)Nc3ccc(C)cc3C)=C(C)Nc3ncnn32)c1OC (centres undefined)	7%	2%	-4%	5%	1%	1%	-3%	14%	16%
O=C(CNC(=S)N(Cc1ccccc1)Cc1ccccc1F)NCCc1ccccc1	-9%[0.307 µM]	?	1%	1%	-5%	?	?	0%	0%[0.307 µM]
CCOc1ccc(Cn2nnc(-c3ccc(S(C)(=O)=O)cc3)n2)cc1OCC	54%[activator]	-5%	-3%	-7%	10%	-3%	0%	3%	8%
O=C(O)CSc1nnc2n(-c3ccccc3)c(=O)c3ccccc3n12	1%	-5%	8%	-3%	10%	25%	0%	-9%	4%
COCCNC(=O)Cn1nc(Cc2ccncc2)c2ccccc2c1=O	-5%	-5%	0%	22%	6%	16%	22%	-10%	-5%
O=C(COC(=O)/C=C/c1ccco1)Nc1ncc(Cl)cc1Cl	-5%	?	-4%	-191%[inhibitor]	6%	0%	4%	9%	-25%
CCOc1ccc(Cl)cc1CNCCCSc1ncccn1	-26%	-1%	0%	-3%	1%	-5%	1%	8%	11%
CCN1C(=O)C(=O)N(CC(=O)N(C)CC(=O)Nc2ccccc2C(F)(F)F)C1=O	7%	12%	7%	0%	0%	5%	1%	9%	5%
O=C(NCc1ccncc1)c1nnc(Cc2c(F)cccc2Cl)o1	-20%	4%	-22%	-2%	4%	1%	-2%	5%	-11%
COc1ccc(CCNC(=O)CN(c2ccccc2OC)S(C)(=O)=O)cc1	0%	-25%	4%	0%	-3%	10%	6%	-5%	-3%
COc1ccccc1C(=O)NC(CCSC)C(=O)OCC(=O)N1CCCC1=O (centres undefined)	7%	-2%	0%	-11%	-3%	-11%	-1%	4%	3%
Oc1c(CN2CCCCC2)cc(COCc2ccccc2)c2cccnc12	?	?	5.2µM*	3.2µM*	12%	2.9µM*	7.3µM*	7%	-18%
CCn1c(SCC(=O)c2ccccc2)nc2sc3c(c2c1=O)CCN(C)C3	?	-5%	-19%	60%	31%	-1%	-12%	-25%	-1%
CCN(CC)CCN(C(=O)c1ccc(Br)s1)c1nc2cc3c(cc2s1)OCCO3	?	-3%	-5%	3%	-2%	0%	14%	-28%	20%
Clc1ccc(-c2noc(CCCc3ccccc3)n2)cc1	1%	6%	3%	-9%	-4%	-8%	0%	18%	-20%
CCn1c(SCC(=O)Nc2nncs2)nnc1-c1ccco1	17%	-3%	13%	-6%	2%	10%	20%	5%	-2%
COCCNC(=O)C1(C)CCN(C(=O)c2ccc(F)c(C)c2)C1 (centres undefined)	-2%	4%	0%	nt	-1%	21%	10%	5%	-11%
CCC1CCCCN1C(=O)c1ccc(OC)c(OC2CCN(C(C)C)CC2)c1 (centres undefined)	-16%	-13%	-1%	-4%	0%	-1%	13%	-1%	5%
COc1ccc(CC(=O)NCCc2csc3nc(-c4ccccc4F)nn23)cc1	6%	-8%	0%	nt	nt	nt	nt	7%	-2%
NC(=O)CC(NC(=O)Cc1cccc2ccccc12)c1ccc(N2CCC(N3CCCC3)CC2)c([N+](=O)[O-])c1 (centres undefined)	21%	0%	14%	-8%	12%	11%	3%	?	8%
COc1ccc2nc(NC(=O)CSc3nccc(C)n3)sc2c1	64%[activator]	23µM*	2%	-4%	1%	1%	6%	?	-15%
O=C(Nc1nccs1)c1ccc(CSc2nnnn2-c2ccccc2)cc1	?	0%	?	?	-6%	?	?	23%	-14%
O=S1(=O)CC(N2CCN(Cc3ccccc3F)CC2)CN1Cc1cn(Cc2ccc(Cl)cc2)nn1 (centres undefined)	-17%	-31%	?	nt	3%	-11%	-2%	15%	-7%
N#CC(C#N)=C1C=CC=CN1/C(=C\c1ccco1)C(=O)c1ccccc1	?	?	?	?	-37%[inhibitor]	?	?	-18%	10%
COc1ccc(Cl)cc1NC(=O)C/C(C)=N/NC(=O)Cc1ccccc1	-27%	6%	22%	0%	8%	-16%	-18%	9%	-12%
CNC(=O)c1ccc(-c2nc(CN3CCc4ccccc43)c(C)o2)cc1	0%	-21%	-9%	nt	nt	nt	nt	10µM*	1%
Cc1ccccc1NC(=O)c1c([N+](=O)[O-])cnn1C	14%	15%	-4%	-13%	-6%	1%	-3%	0%	0%
COc1ccc(CCC(=O)Nc2cccc(S(=O)(=O)N3CCCC3)c2)cc1OC	2%	-13%	-5%	-7%	-4%	1%	-2%	-7%	-7%
COc1ccc(-c2cc(C(=O)N3CCN(c4ccccc4)CC3)c3ccccc3n2)cc1OC	?	?	-22%	18%	9%	-16%	-14%	29%	-7%
Cc1cc2oc(=O)cc(-c3ccccc3)c2c(C)c1-c1ccc(C#N)cc1	?	?	0%	25%	4%	-3%	-15%	16%	-1%
CN(C)C(=O)CN1CCN(c2nc3nonc3nc2N2CCCCC2)CC1	25%	-21%	-15%	?	-5%	3%	-3%	nt	-7%
O=S(=O)(c1ccc(F)c(F)c1F)N1CCN(C(=S)NCc2ccccc2)CC1	?	-8%	-8%	-2%	-4%	-9%	-12%	18%	-11%
CSc1nnc(C)c(=O)n1COC(=O)COc1ccccc1F	-5%	-10%	-1%	-3%	0%	1%	0%	0%	-6%
CCOc1ccccc1NC(=O)NCCN1CCCCC1	-2%	3%	-2%	5%	-7%	5%	7%	9%	4%
Cc1ccc(CN2CCN(/N=C/c3cc(Br)cc(Br)c3O)CC2)cc1	?	-3%	-3%	-27%	-1%	0%	3%	-28%	16%
COc1cc(NS(=O)(=O)c2ccc(Br)cc2)c(OC)cc1NC(=O)c1ccco1	-7%	8.2µM*	2%	6%	6%	0%	-2%	3%	0%
CN(C(=O)c1ccc(C#N)cc1)c1nnc(-c2cnccn2)s1	5%	-4%	-2%	-9%	-2%	18%	16%	12%	2%

Some of the entries above, reformatted.
| Structure | GLP-1R inv ag | KB-V1 MDR tox | KB-3-1 tox | SW480 rereplic | GLP-1R agonist | HT1080 IDH1KD tx | HT1080-NT tox | TDP43 rescue | HEK293 tox |
| --- | --- | --- | --- | --- | --- | --- | --- | --- | --- |
| CSc1nnc(C)c(=O)n1COC(=O)COc1ccccc1F | -5% | -10% | -1% | -3% | 0% | 1% | 0% | 0% | -6% |
| COc1ccc(CC(=O)NCCc2csc3nc(-c4ccccc4F)nn23)cc1 | 6% | -8% | 0% | nt | nt | nt | nt | 7% | -2% |
| CC(C)CCNC(=O)C1CCC(CNS(=O)(=O)c2cccc3nsnc23)CC1 (centres undefined) | 2%&-3% | ? | -5%&-24% | 1% | -8% | 0% | -4% | 14%&13% | -8%&0% |
| Cc1ccc(CN2CCN(/N=C/c3cc(Br)cc(Br)c3O)CC2)cc1 | ? | -3% | -3% | -27% | -1% | 0% | 3% | -28% | 16% |
